# HIV RNase H inh: inhibitors of HIV-1 reverse transcriptase RNase H; P04585; inhibition, % at 10 µM; AID 565; RT-RNase H RNA/DNA duplex cleavage, fluorescence; hit rate 1.9% among 65,000; in the data active = inhibition above about 50%
# RmlC RmlD mix: inhibitors of RmlC and RmlD coupled enzymes; hit rate 0.39% among 110,000; RmlC/RmlD coupled enzyme inhibition, 384-well mixture HTS; inhibition, % at 5.5 µM; AID 1532; in the data active = inhibition above about 30%, passing the limit was not always enough; note: strong numbers were not always called active
# Active calls of the source: *; . = no result given.
1. COc1ccc2c(c1)c(C(=O)CN1CCC(C(N)=O)CC1)c(C)n2C
2. O=C1c2ccccc2C(O)(Cc2ccccc2)N1C1CCCCC1 (centres undefined)
3. COc1ccc(N(CC(=O)N2CCN(C)CC2)S(C)(=O)=O)cc1OC
4. COc1cc(OC)c2c(C)cc(=O)oc2c1C(CCN1CCOCC1)c1ccc2c(c1)OCO2 (centres undefined)
5. Cc1ccc(S(=O)(=O)N2CCN(C(=O)CSc3ncc(C(F)(F)F)cc3Cl)CC2)cc1
6. CC(=O)Nc1ccc2c(c1)CC1(C(=O)N(C)C(=O)N(C)C1=O)C1CCCN21 (centres undefined)
Compound | 1 | 2 | 3 | 4 | 5 | 6
HIV RNase H inh | . | -3.9 | 25.0 | . | . | 34.9
RmlC RmlD mix | -13.0 | 4.8 | 69.0 | 19.2 | -8.3 | 14.2

7. CCc1nnc(NC(=O)CSc2nnc(COc3ccccc3)n2-c2ccc(C)cc2)s1
8. O=C(NN=C1CCCCCC1)c1cc(-c2ccccc2)nc2ccccc12
9. Cc1nc(N2CCN(C(=O)CCC(=O)O)CC2)c2c(C)c(C)sc2n1
10. O=C(Nc1ccnc(-c2cccnc2)n1)c1cccc(Cl)c1Cl
11. CC(COc1ccccc1)N(CCCl)Cc1ccccc1 (centres undefined)
12. CC(C)CNC(=O)COC(=O)c1cncc(Br)c1
Compound | 7 | 8 | 9 | 10 | 11 | 12
HIV RNase H inh | -1.5 | . | -10.3 | . | -1.5 | .
RmlC RmlD mix | -13.7 | -5.6 | 2.1 | 2.2 | -7.3 | -123.3

13. Cc1cccn2c(=O)c3cc(C#N)c(=NC(=O)c4cccnc4)n(CC4CCCO4)c3nc12 (centres undefined)
14. O=C(c1c[nH]cc1-c1ccccc1)c1cccc2ccccc12
15. CCn1nccc1C(=O)Nc1cc(Cl)cc(Cl)c1
16. COc1cccc(Oc2nnnn2-c2ccccc2)c1
17. C/C=C\C(=O)Nc1cccc(C2=NOC3(C2)C[C@H](C(N)=O)N(C(=O)/C=C/CC)C3)c1 (some centres undefined)
18. Cc1ccc(-c2nnc(SCc3ccccc3F)o2)cc1
Compound | 13 | 14 | 15 | 16 | 17 | 18
HIV RNase H inh | -9.6 | . | . | -48.3 | . | -16.4
RmlC RmlD mix | . | -8.8 | -12.0 | 5.3 | 5.5 | -7.9

19. CNc1ncc(C(=O)c2ccccc2)s1
20. COc1ccc(C(NC(N)=O)c2ccccc2)cc1 (centres undefined)
21. O=C(O)CC(NCc1ccco1)C(=O)OCC1CCCO1 (centres undefined)
22. COC(=O)c1ccc(SCc2cnc(Cl)s2)cc1
23. COc1ccc(-n2cnnc2SC(C)c2nc3sc(C)c(C)c3c(=O)[nH]2)cc1 (centres undefined)
24. O=C(Nc1cccnc1)c1c(F)cccc1F
Compound | 19 | 20 | 21 | 22 | 23 | 24
HIV RNase H inh | . | -2.2 | -1.8 | . | 22.7 | 3.1
RmlC RmlD mix | 7.0 | 9.9 | -5.5 | -7.3 | 14.2 | -14.1

25. CCOC(=O)c1c(NC(=O)CSc2nnc(-c3cccnc3)n2Cc2ccco2)sc(C)c1C
26. CCOC(=O)Nc1sc(C(=O)N(C)C)c(C)c1C(=O)OCC
27. CC(C)NS(=O)(=O)c1ccc(OCC(=O)NCc2cccnc2)cc1
28. O=C(CSc1nc2ccccc2o1)c1ccc2c(c1)OCCO2
29. Cc1cccc(NC(=O)CN(C)S(=O)(=O)c2cccc3nsnc23)c1C
30. O=C(O)CC(Cc1ccc(Br)cc1)C(=O)O (centres undefined)
Compound | 25 | 26 | 27 | 28 | 29 | 30
HIV RNase H inh | 1.0 | . | 4.8 | 5.2 | -19.2 | 0.1
RmlC RmlD mix | . | -11.0 | -12.6 | 4.4 | -13.4 | .

31. CCC(C)NC(=O)N[C@@H](Cc1ccccc1)C(=O)O (some centres undefined)
32. CCCn1c(=O)c2ccccc2n2c(SCC(=O)c3cc(C)n(CC4CCCO4)c3C)nnc12 (centres undefined)
33. O=c1cc(/C=C/c2ccccc2)oc2ccccc12
34. CCO[C@H]1OC(C(=O)O)=C[C@@H](C)[C@@H]1CCCO
35. CCOC(=O)c1ccc2c(c1)nc(SCC(=O)NC(C)C)n2CC
36. CC(C)CN(CC(C)C)c1nnc(N)s1
Compound | 31 | 32 | 33 | 34 | 35 | 36
HIV RNase H inh | -9.4 | -1.7 | . | . | . | -13.5
RmlC RmlD mix | 6.6 | . | -3.6 | -15.0 | 2.7 | .

37. Cc1ccc(-c2nc(NC(=O)CSc3cc(C)c4ccccc4n3)ns2)cc1
38. CCOC(=O)C(NC(C)=O)(Nc1ccc(S(=O)(=O)Nc2cc(C)on2)cc1)C(F)(F)F (centres undefined)
39. O=C(CSc1ncn[nH]1)Nc1ccccc1C(=O)O
40. COc1ccc(/C=C(\NC(=O)c2ccccc2)C(=O)N/N=C/c2ccncc2)cc1
41. CC(=O)Nc1ccc(N/C=C/C(=O)c2ccc(C)o2)cc1
42. CCCn1c(-c2ccc(F)cc2)cnc1SCC(=O)O
Compound | 37 | 38 | 39 | 40 | 41 | 42
HIV RNase H inh | . | . | -6.9 | . | -12.1 | 8.4
RmlC RmlD mix | 8.3 | 8.9 | -4.8 | 9.9 | -4.2 | 0.1

43. COc1ccc(C2CC(=O)c3cnc(NC(=O)c4ccccc4OC)nc3C2)c(OC)c1 (centres undefined)
44. N#CCCn1c(C2CCCCC2)nc2ccccc21
45. CCOc1ccc(C(=O)OCC(=O)c2c(N)n(C)c(=O)n(C)c2=O)cc1OCC
46. Nc1nc(-c2nc3ccccc3[nH]2)cs1
47. COc1cc(NC(=O)c2cccs2)c(C(=O)OCC(=O)NC(C)c2ccccc2)cc1OC (centres undefined)
48. CCOc1ccc(NC(=O)N2CCC(c3ccc(C)cc3)C2)cc1 (centres undefined)
Compound | 43 | 44 | 45 | 46 | 47 | 48
HIV RNase H inh | -37.8 | . | . | 0.1 | . | .
RmlC RmlD mix | -10.9 | -9.0 | -3.5 | 5.0 | -6.2 | -9.4

49. S=C(NCc1ccco1)N1CCN(C(c2ccccc2)c2ccccc2)CC1
50. Cc1c(C(=O)N2CCOCC2)sc2ncnc(N3CCc4ccccc4C3)c12
51. O=C(NCCCn1ccnc1)c1cc(-c2ccc3c(c2)OCO3)on1
52. CCN1CCN(C(=O)c2cc(-c3cccnc3)nc3ccc(Br)cc23)CC1
53. Nc1nc(-c2ccc(Cl)cc2Cl)cn1N
54. CCC(=NCc1cccnc1)c1c(O)n(Cc2ccccc2)c(=O)[nH]c1=O
Compound | 49 | 50 | 51 | 52 | 53 | 54
HIV RNase H inh | . | -16.4 | -7.0 | . | 4.0 | -5.6
RmlC RmlD mix | -6.4 | 1.4 | 10.3 | -9.7 | -6.5 | 47.0

55. COc1ccccc1Oc1ccc(S(=O)(=O)Nc2cccnc2)cc1
56. CCN(CC)CCOc1ccc(/C(=C(/Cl)c2ccccc2)c2ccccc2)cc1
57. COCCNC(=O)CCCCCN1C(=O)CCC1=O
58. Cc1cccc(C2CC(c3ccc(F)cc3)Nc3nc(N)nn32)c1 (centres undefined)
59. COc1cccc(/C=N/NC(=O)c2c(-c3ccccc3)noc2C)c1O
60. CCc1c(C)nc(SCC(=O)N2CCc3ccccc32)[nH]c1=O
Compound | 55 | 56 | 57 | 58 | 59 | 60
HIV RNase H inh | -12.8 | . | 1.1 | 0.9 | . | -57.7
RmlC RmlD mix | -3.3 | -2.8 | 3.0 | -0.8 | 7.9 | 2.9

# Given with two lines to a compound: part of the list above
# Value order – HIV RNase H inh | RmlC RmlD mix
51: O=C(NCCCn1ccnc1)c1cc(-c2ccc3c(c2)OCO3)on1
    -7.0 | 10.3
14: O=C(c1c[nH]cc1-c1ccccc1)c1cccc2ccccc12
    . | -8.8
30: O=C(O)CC(Cc1ccc(Br)cc1)C(=O)O (centres undefined)
    0.1 | .
16: COc1cccc(Oc2nnnn2-c2ccccc2)c1
    -48.3 | 5.3
24: O=C(Nc1cccnc1)c1c(F)cccc1F
    3.1 | -14.1

# New compounds follow.
61. CCN(CC)CCNc1ncnc2c1sc1nc(N3CCOCC3)c3c(c12)CC(C)(C)SC3
62. Oc1ccc(-c2nc(=S)[nH][nH]2)cc1
63. COc1ccc(Nc2oc(COc3ccccc3F)nc2C#N)cc1
64. Cc1ccc(OCc2nc(-c3ccccc3)no2)c(C)c1
65. CCC1OC23CCCCC2C(C#N)(C(=N)O3)C1(C#N)C#N (centres undefined)
66. Cn1c(SCC(=O)N2CCOCC2)nnc1-c1ccc(Cl)cc1Cl
Compound | 61 | 62 | 63 | 64 | 65 | 66
HIV RNase H inh | . | . | -45.2 | -30.8 | . | -7.0
RmlC RmlD mix | 3.4 | 2.4 | 5.6 | 8.5 | -4.2 | -4.5

67. CCOC(=O)c1cc2occc2n1CC(=O)N1CCN(C(=O)c2ccco2)CC1
68. COc1ccc(/C=N/NC(=O)c2cccc(Br)c2)cc1Cn1cc(Cl)cn1
69. O=S(=O)(NCc1ccccc1)c1ccc(Cl)c(S(=O)(=O)NCc2ccccc2)c1
70. COC(=O)/C=c1/sc2nc3ccccc3n2c1=O
71. CCC(Sc1nc2ccccc2s1)C(=O)Nc1nnc(C)s1 (centres undefined)
72. O=C(c1cc2nc(-c3ccco3)cc(C(F)(F)F)n2n1)N1CCc2ccccc2C1
Compound | 67 | 68 | 69 | 70 | 71 | 72
HIV RNase H inh | -2.8 | . | . | -2.5 | -1.1 | -59.5
RmlC RmlD mix | 9.0 | 0.6 | -5.3 | 7.4 | -11.3 | .

73. O=C(Nc1nnc(-c2ccc(Cl)cc2)o1)c1nc2ccccc2s1
74. CCOC(=O)c1c(N2C(=O)C=CC2=O)sc(C)c1C
75. COc1ccc(C2N=C(N)N=C(N)N2c2ccc(C)cc2)cc1 (centres undefined)
76. CCOC(=O)CCSCC(=O)Nc1cc(C)on1
77. CCOC(=O)c1nn(-c2ccc(C)cc2)c(=O)c2c(N)scc12
78. CCCCCNC(=O)C(C#N)c1nc2ccccc2nc1N1CC(C)OC(C)C1 (centres undefined)
Compound | 73 | 74 | 75 | 76 | 77 | 78
HIV RNase H inh | . | . | . | -7.6 | . | 0.9
RmlC RmlD mix | 13.0 | 2.9 | -12.0 | 3.4 | 3.5 | .

79. O=C(O)CC(NS(=O)(=O)c1ccc(Br)cc1)c1ccco1 (centres undefined)
80. COC(=O)c1c(S(=O)(=O)NCc2ccccc2)sc(C(=O)O)c1C
81. CNC(=O)COC(=O)c1nc(-n2nc(C)cc2C)ccc1Cl
82. CCOC(=O)c1cc(-c2ccc(OC)cc2F)nc2c1c(C)nn2CCC#N
83. COc1ccc(OC)c(N(CC(=O)NCc2cccnc2)S(C)(=O)=O)c1
84. O=C(COc1cccc(NC(=O)c2ccco2)c1)c1ccccc1
Compound | 79 | 80 | 81 | 82 | 83 | 84
HIV RNase H inh | 2.5 | . | . | . | -1.6 | -9.3
RmlC RmlD mix | 10.8 | -15.2 | -13.3 | 42.3 | 8.2 | 8.1

85. COc1cc(NC(=O)Nc2cccc(C(C)=O)c2)cc(OC)c1OC
86. COc1ccc(NC(=O)CCN2CCCCC2)cc1
87. CN(NC(=O)NN)c1ncc(C(F)(F)F)cc1Cl
88. O=C(CN(C1CC1)S(=O)(=O)c1ccc(S(=O)(=O)NC2CCCCC2)cc1)Nc1ccccc1
89. O=C(NCSc1ccnc(SCNC(=O)c2ccc(F)cc2)n1)c1ccc(F)cc1
90. NC(=O)c1ncn([C@@H]2O[C@H](CO)[C@@H](O)[C@H]2O)c1O
Compound | 85 | 86 | 87 | 88 | 89 | 90
HIV RNase H inh | 1.6 | -3.5 | . | 8.5 | . | .
RmlC RmlD mix | -10.8 | 4.5 | 0.6 | 6.8 | 67.9 | 2.5

# Individual results from the entries so far:
# entry 89 in RmlC RmlD mix is entered as 67.9
# entry 86 in HIV RNase H inh is entered as -3.5

# (further entries)
91. O=C(O)CCCC(=O)Nc1ccc(Sc2ccc([N+](=O)[O-])cc2)cc1
92. CC(=O)N1CCN(C2c3cccc4cccc(c34)C2NS(=O)(=O)c2ccccc2)CC1 (centres undefined)
93. O=C(c1ccc(Cl)c(Cl)c1)N1CCC(=O)N(C(COCc2ccccc2)Cc2ccccc2)CC1 (centres undefined)
94. CCC(C)(C)NC(=O)C(c1ccc(OC)cc1)N(Cc1ccco1)C(=O)CCC(=O)Nc1cc(C)on1 (centres undefined)
95. CCCCN(CCCC)S(=O)(=O)c1ccc(N2CCCC2=O)c([N+](=O)[O-])c1
96. COc1ccccc1N1C(=O)CC(Sc2ncccc2C(=O)O)C1=O (centres undefined)
Compound | 91 | 92 | 93 | 94 | 95 | 96
HIV RNase H inh | . | 8.2 | . | . | . | 13.8
RmlC RmlD mix | 6.6 | -6.9 | -5.5 | -11.9 | 5.4 | 3.4

97. CC(C)OC(=O)CSc1nc(N)c(C#N)c(-c2cccs2)c1C#N
98. CCCC(=O)Nc1nc(-c2ccc3c(c2)OCCO3)cs1
99. CCn1ncc(C2=NOC(C(=O)Nc3c(C)n(C)n(-c4ccccc4)c3=O)C2)c1C (centres undefined)
100. COCC(=O)N(C)c1nnc(-c2ccc([N+](=O)[O-])cc2)s1
Compound | 97 | 98 | 99 | 100
HIV RNase H inh | 3.0 | -2.4 | -9.2 | .
RmlC RmlD mix | -14.4 | -11.0 | 2.5 | 9.7

# Entries listed so far that have an NH in an aromatic ring (7):
14. O=C(c1c[nH]cc1-c1ccccc1)c1cccc2ccccc12
23. COc1ccc(-n2cnnc2SC(C)c2nc3sc(C)c(C)c3c(=O)[nH]2)cc1 (centres undefined)
39. O=C(CSc1ncn[nH]1)Nc1ccccc1C(=O)O
46. Nc1nc(-c2nc3ccccc3[nH]2)cs1
54. CCC(=NCc1cccnc1)c1c(O)n(Cc2ccccc2)c(=O)[nH]c1=O
60. CCc1c(C)nc(SCC(=O)N2CCc3ccccc32)[nH]c1=O
62. Oc1ccc(-c2nc(=S)[nH][nH]2)cc1
Compound | 14 | 23 | 39 | 46 | 54 | 60 | 62
HIV RNase H inh | . | 22.7 | -6.9 | 0.1 | -5.6 | -57.7 | .
RmlC RmlD mix | -8.8 | 14.2 | -4.8 | 5.0 | 47.0 | 2.9 | 2.4

# Screening results deposited in PubChem by several laboratories.

# This is a subset; rates above refer to the full screens.
